# Screens from PubChem.
# HTT cytoprotect: qHTS Multiplex Assay to Identify Dual Action Probes in a Cell Model of Huntington: Cytoprotection (ATP). PC12 HTT-Q103 induced, cytoprotection, ATP luminescence, 40 h. Potency, µM (titrated, usually from 56.4 µM), without a hit: cytoprotection (ATP increase), hits mostly activators. 230,000 tested, 0.14% active;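 also: % of control where 0% means no effect; nearly all actives have a fitted effect of over 45% in size; toxic huntingtin expression switched on by the ecdysone agonist tebufenozide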
#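 PC12 cells with ecdysone-inducible HTT exon 1 Q103-GFP, induced with 100 nM tebufenozide and co-treated with library compounds in a dose series (1536-well, 1500 cells/well). Cytoprotection read as ATP content by ATPlite luminescence.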
# IMPase Li inh: qHTS Assay for Identifying the Cell-Membrane Permeable IMPase Inhibitors: Potentiation with Lithium; CHO-M1 cells, IP1 TR-FRET (IP-One), carbachol + lithium; Potency, µM (titrated, usually from 59.4 µM), without a hit: top-dose activity, negative = IMPase inhibition, usual class: inhibitors; 210,000 tested, 0.35% active; AID 1457, 2008;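 also: IP1 builds up when IMPase is blocked and the TR-FRET signal falls; plate controls were basal vehicle for no effect and high inhibitor control for full effect; nearly all actives have a fitted effect of over 50% in size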
#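 CHO-M1, 2000 cells/well, 16–30 h culture; cpd + low Li+, 30 min 37C; lysis with d2-IP1/Eu-anti-IP1 Ab, 10 min RT; TR-FRET 665/620 ratio and 620 channel; AC50 via Hill.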
# aGlu spleen mod: qHTS Assay for Inhibitors and Activators of Human alpha-Glucosidase From Spleen Homogenate. Lysosomal alpha-glucosidase (Homo sapiens), P10253. human spleen homogenate, 4-MU-alpha-glucoside fluorescence. Potency, µM (highest dose often 79.9 µM), inactives show at the top dose activity change, negative = inhibition, most hits filed as inhibitors. 240,000 tested, 0.006% active. AID 2112, 2009;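 also: 0% = enzyme with vehicle and -100% = no enzyme basal signal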
#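 Enzyme source: human spleen homogenate, 1 ug/well. Buffer 50 mM citric acid/K phosphate pH 5.0, 0.01% Tween-20. 4-MU-alpha-glucoside 1 mM; 37 C x 40 min; NaOH/glycine stop; fluorescence.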
# RGS12 GoLoco inh: qHTS Assay for Inhibitors of RGS12 GoLoco Motif Activity (Red Fluorophore); Guanine nucleotide-binding protein G(i) subunit alpha-1 (Homo sapiens), P63096; Gai1:RGS12 GoLoco peptide FP, rhodamine, 10 min; Potency, µM (series often up to 61.6 µM), for inactives: at the highest dose activity, negative = inhibition, most hits filed as inhibitors; 230,000 tested, 0.44% active; AID 880, 2007; active = well fitted inhibition curve with a large enough effect, not every such curve was filed as active; inactive = no such curve, though single readings can be large or run the other way; also: % is scaled to controls: 0 for no effect and ±100 for the full control effect; nearly all actives have a fitted effect of over 30% in size; many of its hits are not listed in these tables
# Target sequence (P63096 whole entry, looked up): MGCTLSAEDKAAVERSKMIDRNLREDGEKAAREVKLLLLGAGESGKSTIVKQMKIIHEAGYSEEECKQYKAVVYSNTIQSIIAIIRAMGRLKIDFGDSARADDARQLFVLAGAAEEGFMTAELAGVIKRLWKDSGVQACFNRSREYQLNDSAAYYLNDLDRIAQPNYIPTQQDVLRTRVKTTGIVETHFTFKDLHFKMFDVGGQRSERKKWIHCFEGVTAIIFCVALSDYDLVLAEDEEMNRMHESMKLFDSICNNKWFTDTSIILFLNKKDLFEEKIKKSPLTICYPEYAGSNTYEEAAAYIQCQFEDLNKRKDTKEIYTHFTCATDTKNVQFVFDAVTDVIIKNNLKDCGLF
# HttQ103 aggreg: qHTS Multiplex Assay to Identify Dual Action Probes in a Cell Model of Huntington: Aggregate Formation (GFP); PC12 HttQ103-GFP aggregates, Acumen cytometry, 40 h; Potency, µM (doses to about 46.1 µM), for inactives: top-dose activity change, negative = inhibition, hits mostly inhibitors; 220,000 tested, 1.1% active; AID 1688, 2009; also: % is scaled to controls: 0 for no effect and ±100 for the full control effect; nearly all actives have a fitted effect of over 60% in size
#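 Compounds (qHTS titration) were added to PC12 cells expressing an ecdysone-driven HTT exon 1 Q103–GFP fusion after induction with 100 nM tebufenozide. Aggregate formation was measured as GFP objects in cell lysates.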
# GAA glycogen mod: qHTS Assay for Inhibitors and Activators of Human alpha-Glucosidase Cleavage of Glycogen; 300,000 tested, 0.38% active; Potency, µM (highest dose often 76.4 µM), for inactives: at the highest dose activity change, negative = inhibition, usual class: inhibitors; AID 2100, 2009; recombinant GAA, glycogen substrate, Amplex Red glucose oxidase fluorescence; Lysosomal alpha-glucosidase (Homo sapiens), P10253;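 also: 0% = full enzyme reaction and -100% = no-enzyme basal signal; the screen sought inhibitors and activators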
#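 qHTS, 1536-well; enzyme 4 nM final; cpd up to 77 uM; substrate bovine liver glycogen 30 ug; 50 mM citrate/phosphate pH 5.0, 0.01% Tween-20; 37 C, 40 min; Amplex Red detection 45 min RT; Hill fit → AC50.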
# GAA inhib: qHTS Assay for Inhibitors of Human alpha-Glucosidase as a Potential Chaperone Treatment of Pompe Disease; Potency, µM (series often up to 76.9 µM), for inactives: top-dose activity change, negative = inhibition, hits mostly inhibitors; Lysosomal alpha-glucosidase (Homo sapiens), P10253; purified human GAA, 4-MU-alpha-glucoside fluorescence; 200,000 tested, 0.005% active; AID 1466, 2008;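 also: plate controls were uninhibited enzyme wells for no effect and no-enzyme background for full effect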
#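 AC50 values come from Hill fits of compound titrations (up to 77 uM) against 4 nM human enzyme. Substrate 4-methylumbelliferyl-alpha-D-pyranoside at 400 uM, pH 5.0 citrate buffer, 20 min room temperature; fluorescence Ex 365/Em 440 after alkaline stop.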
# The depositor's hits bear a star; u = inconclusive; x = no result given; & = joins results of further samples; [ ] = remark or other dose. Unless noted, calls follow the shape of the dose curve; as a rule, active = well fitted curve in the direction sought with a large enough effect; inconclusive = small, poorly fitted or top-dose-only effect, or another doubt; inactive = no such curve, though single readings can be large; an effect the other way counts as inactive or inconclusive. Potency is read from the fitted curve at half-maximal effect.
SMILES,HTT cytoprotect,IMPase Li inh,aGlu spleen mod,RGS12 GoLoco inh,HttQ103 aggreg,GAA glycogen mod,GAA inhib
N#Cc1ccc(C(=O)Nc2cc(S(=O)(=O)Nc3ccc(Cl)cc3)ccc2N2CCCCC2)cc1,-4%[10 µM],4%,-7%,-4%,10%,12%,-21%
CCOc1ccc(NC(=O)CN(C)S(=O)(=O)c2cnc[nH]2)cc1,-55%[inhibitor],3%,-11%,-6%,18%,0%,-1%
CCCCN1CC(O)=C(c2nc3ccccc3s2)C1=N,-24%[10 µM],-16%[38.3 µM],6%,8%,-19%,6%,-9%
O=C(N[C@@H](Cc1c[nH]c2ccccc12)C(=O)O)c1ccc(Cl)cc1,x,-10%,4%,2%,13%,12%,2%
COc1ccc(/C=C/C(=O)OCC(=O)Nc2ccc(Cl)cn2)cc1,-29%,2%,2%,69%[activator],3%,4%,4%
CCCCC(=O)OCC(=O)[C@]1(O)Cc2c(O)c3c(c(O)c2[C@H](OC2CC(NC(=O)C(F)(F)F)C(O)C(C)O2)C1)C(=O)c1c(OC)cccc1C3=O (some centres undefined),-341%[inhibitor],x,x,3%,u,x,x
CC(=O)Nc1ccc(S(=O)(=O)Oc2cccc(/C=N/N=C3/NC(=O)C(CC(=O)O)S3)c2)cc1 (centres undefined),-60%,-5%,7%,16%,25%,u,8%
O=C(COc1ccccc1)NCC(=O)N/N=C/c1cc(Br)ccc1OCc1ccccc1,35%[10 µM],1%,-6%,5%,18%,-6%,7%
CCCN1CCCc2cc(CN)ccc21,-16%[10 µM],x,1%,x,13µM*,u,7%
CNC(=O)c1cccn1-c1ccsc1C(=O)OC,-22%,x,2%,x,22%,-4%,-8%
CNC(=S)NN(C)c1nc(C)cc(C)n1,x,-4%,-3%,-1%,0%,-6%,0%
O=C(O)c1ccc(N=NN2CCCCC2)cc1,-7%[10 µM],-6%,-5%,-13%,-14%[9.22 µM],u,12%
COc1ccccc1NC(=O)Cc1nn(C)c(=O)c2ccccc12,24%[1.9 µM],19%[38.3 µM],1%,7%,u,-6%,u
C=CCSc1nc2c(cc1C#N)CCC2,-29%[1.9 µM],11%[38.3 µM],-3%,3%,-6%,3%,-15%
CC(C)(C)NS(=O)(=O)c1ccc(/C=C/C(=O)O)cc1,-15%,11%,x,6%,9%,-11%,-1%
O=C(CSc1nc2ccccc2n1S(=O)(=O)c1ccccc1)N1CCCCC1,-8%,-3%[38.3 µM],-8%,-1%,10%,6%,3%
O=C(c1cccc([N+](=O)[O-])c1)N1CCN(C(=O)c2ccco2)CC1,4%,-5%,8%,14%,17%,15%,-2%
O=C(c1ccc(-c2ccc([N+](=O)[O-])cc2)o1)N1CCCCC1,-17%[10 µM],24%,4%,-9%,-1%,-2%,-3%
N#Cc1c(Nc2ccc(F)cc2)sc(C(=O)c2ccc(F)cc2)c1N,-11%,3%[38.3 µM],-11%,-7%,7%,-16%,1%
COC(=O)c1n[nH]nc1-c1ccccc1,x,-6%,2%,4%,-3%,1%,2%
COc1ccc(NS(=O)(=O)c2cccc(N/C(=N\S(=O)(=O)c3ccccc3)c3ccc(F)cc3)c2)cc1,1%[10 µM],0%,12%,17%,-12%,-15%,7%
COc1ccc(Nc2nc(N)nc(CN3CCc4ccccc4C3)n2)cc1,-15%,14%[38.3 µM],6%,-2%,33%,-3%,0%[15.4 µM]
CCc1cc(OCCCSc2nc(C)cc(=O)[nH]2)ccc1Cl,6%,36%[activator][38.3 µM],-7%,-2%,35µM*,-6%,-4%
COc1ccc(C(=O)Nc2ccc(S(=O)(=O)NC(C)C)cc2)cc1,-6%,19%[38.3 µM],1%,4%,-4%,-2%,1%
Cc1nnsc1C(=O)Nc1cccc(Cl)c1Cl,22%[10 µM],-6%,2%,2%,u,3%,3%
O=C(O)Cn1nc(C(F)(F)F)c2c1CCCC2,-15%,2%,x,10%,2%,12%,-2%
COc1cc2cccc(OC)c(=O)c2c(O)c1OC,-22%[10 µM],5%,-8%,10%,19%,-3%,-2%
Cc1sc2ncnc(OCC(=O)N3CC(=O)Nc4ccccc43)c2c1C,-47%[inhibitor],1%,-4%,-3%,-5%,1%,7%
COc1cccc(NC(=O)Nc2nnc(CC(=O)Nc3ccccc3)s2)c1,14%[10 µM],x,8%,4%,-30%[9.22 µM],-8%,x
CCC1CCCCN1C(=O)COc1cccc2c1CCN(C)C2=O (centres undefined),-25%,2%,5%,1%,21%,5%,-6%
O=C(NCc1ccc2c(c1)OCO2)c1cccnc1Cl,-17%,-9%,0%,62%[activator],7%,7%,-1%
CCCN1C(=O)/C(=C/C=C2\N(CC)c3ccccc3C2(C)C)SC1=S,9%,7%[38.3 µM],5%,-61%,2%,-10%,-4%
C[C@@H](NC(=O)c1nc[nH]c1C(=O)N[C@@H](CCCCNC(=O)OC(C)(C)C)C(=O)OC(C)(C)C)c1ccccc1,-24%[10 µM],8%,-2%,5%,3%[9.22 µM],-12%,x
Cn1c(-c2sc3cc(C(F)(F)F)cnc3c2-c2cccs2)n[nH]c1=S,-15%,6%,5%,5%,2%,6%,-4%
Cc1cc(C)n(-c2ccc(C(=O)OCC(=O)Nc3ccc(Cl)cc3[N+](=O)[O-])cc2)n1,6%[1.9 µM],3%,-5%,-3%,18%,3%,-3%
CCN(CC)c1ccc(/C=N/NC(=O)Cc2cccs2)c(O)c1,-89%[inhibitor][10 µM],18%,-2%,-10%,25µM*,-2%,-1%
CCN(CC)S(=O)(=O)c1ccc(/C=C/C(=O)Nc2ccccc2N2CCOCC2)cc1,-4%[10 µM],x,-8%,1%,14%[9.22 µM],1%,x
COCCn1c(=O)c(-c2ccc(F)cc2)nc2cnc(OCc3ccccc3)nc21,6%,0%,5%,0%,x,x,x
CCCn1c(SCC(=O)NCc2ccco2)nnc1C(C)C,-20%,2%[38.3 µM],-5%,-9%,28%,8%,-7%
Cc1ccc(OC(C)C(=O)N2CCCc3ccccc32)cc1 (centres undefined),6%,19%[38.3 µM],-4%,5%,-17%,-4%,-6%
Cc1cc(C)cc(OCC(=O)Nc2cccc(-c3nc4ncccc4o3)c2)c1,-21%,11%[38.3 µM],2%,-11%,1%,-11%,u
COc1cc(NS(=O)(=O)c2ccc(NC(C)=O)cc2)nc(OC)n1,10%,0%[38.3 µM],-6%,-2%,u,0%,1%
COc1ccccc1[C@@H]1C(c2cccc(Cl)c2)=NN(c2ccc(Br)cc2)[C@H]1C(=O)N1CCOC1=O,x,-12%&-5%,-17%&2%,-6%&-5%,5%,3%,u
CCN(c1ccc(F)cc1)S(=O)(=O)c1ccc2[nH]cc(C(=O)NCCCN3CCOCC3)c(=O)c2c1,-25%,8%,2%,7%,-9%,6%,4%
CCn1c2ccccc2c2cc(/C=N/NC(=O)c3ccccc3)ccc21,-86%[inhibitor],-17%[38.3 µM],-8%,5%,16%,2%,12%
Cc1ccc(NC(=O)C(NC2CCCc3ccccc32)c2ccccc2)cc1Cl (centres undefined),12%[10 µM],11%,-11%,-22%,3%,3%,9%
COC(CNC(=O)c1c[nH]c2ccc(S(=O)(=O)N3CCC4(CC3)OCCO4)cc2c1=O)OC,x,-7%,-8%,4%,7%,-5%,u
Cc1ccc(/C=C/C(=O)N2CC(C)CC(C)C2)o1 (centres undefined),-7%,11%[38.3 µM],-15%,-9%,20%,10%,0%
Cc1ccccc1NC(=O)CSCc1nc(N)nc(Nc2ccccc2C)n1,5%[10 µM],x,-17%,x,-8%,19%,-2%
O=C(Nc1ccc(Cl)cc1)c1csc(Cc2ccccc2)n1,-8%,24%,4%,11%,1%[9.22 µM],-30%,3%

# Entries listed so far printed as active in HttQ103 aggreg.
molecule | IMPase Li inh | aGlu spleen mod | RGS12 GoLoco inh | HttQ103 aggreg | GAA glycogen mod | GAA inhib
CCCN1CCCc2cc(CN)ccc21 | x | 1% | x | 13µM* | u | 7%
CCc1cc(OCCCSc2nc(C)cc(=O)[nH]2)ccc1Cl | 36%[activator][38.3 µM] | -7% | -2% | 35µM* | -6% | -4%
CCN(CC)c1ccc(/C=N/NC(=O)Cc2cccs2)c(O)c1 | 18% | -2% | -10% | 25µM* | -2% | -1%

# Next part.
SMILES,HTT cytoprotect,IMPase Li inh,aGlu spleen mod,RGS12 GoLoco inh,HttQ103 aggreg,GAA glycogen mod,GAA inhib
O=C(C1CCCN(CCCc2ccccc2)C1)N1CCCCCC1 (centres undefined),27%[0.074 µM],13%,-1%,8%,9%,5%,1%
Cc1ccc(NC(=O)c2ccc(S(=O)(=O)N3CCCCC3)cc2)cc1,12%,-11%[38.3 µM],-12%,-3%,-7%,3%,7%
Cc1noc(C(=O)NCc2ccco2)c1Cl,-11%,5%,-8%,-3%,-19%,3%,-3%
O=C(Nc1cccc2c1CCCC2)c1ccc(Cl)c([N+](=O)[O-])c1,19%[1.9 µM],10%,5%,5%,10%,1%,-2%
O=C(Cc1ccccc1)Nc1nnc(SCC(=O)NC2CCCC2)s1,-42%,-6%,x,-2%,-1%,1%,-9%
Cc1cc(Cl)ccc1Oc1nc(-c2ccc(F)cc2)ccc1C#N,-49%[inhibitor],u,-1%,-6%,-6%,-4%,-2%
O=C(C[n+]1cn(C(F)F)c2ccccc21)c1ccc(Br)cc1,-13%[10 µM],1%,11%,2%,-21%,-7%,6%
S=C(NCc1ccco1)N1CCN(c2ccccc2Cl)CC1,x,12%,-14%,2%,3%,-8%,2%
CSC(SC)=C(C(C)=O)C(=O)c1ccc(C)cc1,x,3%,-4%,2%,20%,6%,-5%
CCn1c(C)cc2c(c1=O)C(c1ccncc1)C(C#N)=C(N)O2 (centres undefined),-10%,14%[38.3 µM],-1%,4%,10%,3%,3%

# This is a subset (hit frequency here may not be typical).
